Giardia killer: Small Molecules that selectively kill Giardia lamblia: qHTS | Giardia lamblia trophozoite viability | activity change, % at 7.66 µM, hits read low | 340,000 compounds, 0.15% hits; in the data active = activity change below about -80%; inconclusive = between about -30% and that limit;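 note: parasites exposed to compound for two days anaerobically before the ATP read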
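Viability, read as ATP luminescence: trophozoites at 100 cells/well, compound added, 48 hrs anaerobic at 37 deg C, then 15-30 min room-temperature development before reading.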
KCNH2 3.1 inh: qHTS for Inhibitors of KCHN2 3.1: Mutant qHTS. 340,000 compounds, 0.95% hits. Potassium voltage-gated channel subfamily H member 2, brain isoform KCNH2 3.1 (human). U2OS KCNH2 3.1, thallium flux FluxOr; active compounds read low. activity change, % (tested at about 1.8 µM);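 active = maximum activity change below -70%; inconclusive = maximum activity change from -70% to -50%; inactive = maximum activity change above -50%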;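 note: thallium influx rate constant from kinetic fluorescence after stimulation buffer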
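Virally transduced U2OS (3.1 isoform, 4 h infection in dark at RT) → overnight 37 C → FluxOr + Red40 in HBSS/HEPES, 45 min → stimulation buffer, 2 min kinetic read → rate constant vs DMSO controls.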
GALK inhibitor: qHTS Assay for Inhibitors of Human Galactokinase (GALK); P51570; Purified GALK, Kinase-Glo residual ATP luminescence; Potency, µM (doses to about 57.5 µM), inactives show at the highest dose activity change, negative = inhibition, usual class: inhibitors; 270,000 compounds, 0.007% hits; AID 1868, 2009; note: potency is the fitted concentration of half-maximal effect
Target sequence (P51570 whole entry, looked up): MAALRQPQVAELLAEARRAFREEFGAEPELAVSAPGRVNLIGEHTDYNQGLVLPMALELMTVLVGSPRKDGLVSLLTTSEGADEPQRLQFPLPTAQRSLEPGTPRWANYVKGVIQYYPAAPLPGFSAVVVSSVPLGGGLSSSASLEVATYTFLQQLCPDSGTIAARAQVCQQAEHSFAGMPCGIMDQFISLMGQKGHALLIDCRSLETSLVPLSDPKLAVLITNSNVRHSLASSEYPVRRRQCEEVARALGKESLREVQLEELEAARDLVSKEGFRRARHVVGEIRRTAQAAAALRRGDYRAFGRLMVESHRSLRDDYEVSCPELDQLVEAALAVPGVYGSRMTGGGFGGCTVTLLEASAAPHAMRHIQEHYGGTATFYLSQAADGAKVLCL
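Luminescence from leftover ATP (Ultra-Glo luciferase/luciferin) served as read-out after a 1 h room-temperature reaction of 5 nM GALK with 35 uM ATP and 100 uM galactose.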
FBPA coupling cs: qHTS Assay for Inhibitors of Fructose-1,6-bisphosphate Aldolase from Giardia Lamblia: Coupling assay counterscreen | 290,000 compounds, 0.67% hits | coupling enzyme system counterscreen, AmpLite Red fluorescence | activity change, negative = inhibition, % at 58.2 µM, hits read low; in the data active = activity change below about -30%
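Counterscreen lacking aldolase: glyceraldehyde-3-phosphate coupling-enzyme reagent preincubated 10 min at RT with compound (at 57.5 uM final), then substrate/coupling system with AmpLite Red added; fluorescence read at 525/598 nm after 20 min RT.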
KCNH2 WT inh: qHTS for Inhibitors of KCHN2 3.1: Wildtype qHTS; Voltage-gated inwardly rectifying potassium channel KCNH2 (Homo sapiens), Q12809; 340,000 compounds, 0.37% hits; AID 720551, 2013; U2OS, BacMam KCNH2, thallium flux FluxOr; active compounds read low; activity change, % at 1.84 µM;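 active = maximum activity change below -70%; inconclusive = maximum activity change between -70% and -50%; inactive = maximum activity change above -50%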
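U2OS cells transduced with wild-type KCNH2 virus are loaded with FluxOr dye for 45 min, and thallium flux is measured in kinetic reads before and after stimulation buffer. Rate constants are normalized to DMSO controls.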
B2AR arrestin: qHTS assay of beta-arrestin-biased ligands of beta2-adrenergic receptor. beta-arrestin recruitment to beta2AR, cell-based reporter. Potency, µM (highest dose often 46.1 µM), for inactives: at the highest dose activation, actives largely listed as activators. 330,000 compounds, 0.02% hits. AID 492947, 2010;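 note: potency is the fitted concentration of half-maximal effect; 0% = DMSO controls and full agonism = EC100 isoproterenol or metaproterenol; nearly all actives have a fitted effect of over 65% in size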
Chronic BCR inh: qHTS Assay to Find Inhibitors of Chronic Active B-Cell Receptor Signaling; 340,000 compounds, 0.05% hits; Potency, µM (doses to about 46.1 µM), inactives show at the highest dose ratio change, negative = lower green/red ratio, most hits filed as inhibitors; ABC-DLBCL IkBa-CBG/CBR reporter, luminescence ratio, 4 h; active = well fitted inhibition curve with a large enough effect in the signal ratio, with a control signal flat, not every such curve was filed as active; inconclusive = small, poorly fitted or top-dose-only effect, or effect the other way, or a change in a side signal; the % refers to the signal ratio;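 note: potency is the fitted concentration of half-maximal effect; plate controls were basal doxycycline-induced cells for no effect and cells given 10 µM MG132 for full effect; MG132 reads +100%, hits lower the ratio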
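Compounds up to 46 uM were incubated four hours with TMD8 cells whose green CBG68 luciferase is fused to IkappaBalpha; red CBR luminescence normalised the signal, and concentration-effect curves were fitted to fusion, red and ratio data.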
uPA generation: qHTS for Inhibitors of Cell Surface uPA Generation | Potency, µM (highest dose often 38.3 µM), for inactives: at the top dose activity change, negative = inhibition, actives largely listed as inhibitors | cell surface uPA generation assay, qHTS | 330,000 compounds, 0.31% hits; active = well fitted inhibition curve with a large enough effect; inconclusive = small, poorly fitted or top-dose-only effect; inactive = no such curve, though single readings can be large or run the other way; tested in mouse RAW 264.7 cells; note: potency is the fitted concentration of half-maximal effect; nearly all actives have a fitted effect of over 55% in size
USP2a inh: qHTS Assay for Inhibitors of Ubiquitin-specific Protease USP2a Using CHOP2 as the Reporter. Ubiquitin carboxyl-terminal hydrolase 2 (Homo sapiens), O75604. USP2 core, Ub-CHOP2 coupled fluorogenic reporter, 485/531. Potency, µM (titrated, usually from 38.3 µM), for inactives: at the highest dose activity change, negative = inhibition, actives largely listed as inhibitors. 330,000 compounds, 0.01% hits. AID 463254, 2010;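 note: potency is the fitted concentration of half-maximal effect; plate controls were DMSO wells for no effect and full inhibition by NEM control for full effect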
Target sequence (O75604 whole entry, looked up): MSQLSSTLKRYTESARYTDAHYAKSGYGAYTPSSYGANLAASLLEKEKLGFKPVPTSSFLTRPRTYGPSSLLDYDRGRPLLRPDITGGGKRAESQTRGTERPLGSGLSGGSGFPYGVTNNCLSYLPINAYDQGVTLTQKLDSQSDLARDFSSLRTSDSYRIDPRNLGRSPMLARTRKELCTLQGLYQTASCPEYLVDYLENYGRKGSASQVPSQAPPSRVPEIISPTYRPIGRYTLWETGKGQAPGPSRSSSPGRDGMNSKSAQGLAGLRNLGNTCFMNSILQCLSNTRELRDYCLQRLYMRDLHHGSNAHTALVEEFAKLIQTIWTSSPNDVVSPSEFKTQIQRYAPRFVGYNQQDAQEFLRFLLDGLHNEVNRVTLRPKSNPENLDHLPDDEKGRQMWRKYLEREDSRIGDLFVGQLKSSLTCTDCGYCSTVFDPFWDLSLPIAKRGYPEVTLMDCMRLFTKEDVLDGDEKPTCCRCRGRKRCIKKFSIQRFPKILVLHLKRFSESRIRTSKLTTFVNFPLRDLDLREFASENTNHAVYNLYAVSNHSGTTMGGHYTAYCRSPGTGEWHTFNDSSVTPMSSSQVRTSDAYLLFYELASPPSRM
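Cell-free coupled assay: 10nM USP2 core preincubated 30min RT with compound in Tris-HCl pH 8.0/CaCl2/CHAPS buffer, then 25nM Ub-CHOP2 and 25nM reporter substrate; fluorescence (Ex 485/Em 531) read after 60min RT, normalized to NEM inhibition, concentration-response curves fitted.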
PKM2 activator: qHTS Assay for Activators of Human Muscle isoform 2 Pyruvate Kinase; 260,000 compounds, 0.34% hits; Potency, µM (highest dose often 57.5 µM), without a hit: at the top dose activation, usual class: activators; purified PKM2, Kinase-Glo ATP luminescence, activation; response scale: 0% is enzyme alone, no compound; note: potency is the fitted concentration of half-maximal effect; nearly all actives have a fitted effect of over 55% in size
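hPK-M2, >95% pure; 0.1 mM ADP / 0.5 mM PEP final; imidazole pH7.2 buffer w/ 7 mM MgCl2, 50 mM KCl; 1 h RT; Kinase-Glo lum. Intermediate enzyme activity for dual inhibitor/activator qHTS.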
Eya2 inh: qHTS Assay for Inhibitors of the Phosphatase Activity of Eya2. Protein phosphatase EYA2 (Homo sapiens), O00167. recombinant Eya2, OMFP fluorescence dephosphorylation (OMFP is methylfluorescein phosphate). Potency, µM (series often up to 76.9 µM), without a hit: top-dose activity, negative = inhibition, usual class: inhibitors. 330,000 compounds, 0.006% hits. AID 488837, 2010; note: potency is the fitted concentration of half-maximal effect
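Eya2 protein (added as 0.2 uM solution) was preincubated with compound for 10 min at ambient temperature in 50 mM HEPES pH 7.5, 50 mM NaCl, 5 uM MgCl2, 0.05% BSA, 1 mM DTT. OMFP (added at 50 uM) then reacted 10 min; fluorescence read at 485/525 nm.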
Active calls of the source: *; i = inactive; u = inconclusive; x = not tested or not shown; & = joins results of further samples; [ ] = dose if it differs, or a comment. Unless noted, calls come from the whole dose curve; as a rule, active = well fitted curve in the direction sought with a large enough effect; inconclusive = small, poorly fitted or top-dose-only effect, or another doubt; inactive = no such curve, though single readings can be large; an effect the other way counts as inactive or inconclusive. Unless noted, % is set by controls: 0 for no effect and ±100 for the full control effect.

SMILES	Giardia killer	KCNH2 3.1 inh	GALK inhibitor	FBPA coupling cs	KCNH2 WT inh	B2AR arrestin	Chronic BCR inh	uPA generation	USP2a inh	PKM2 activator	Eya2 inh
COc1ccc(CN=Cc2[nH]c3ccc(Br)c(Cl)c3c2O)cc1	-18	-2	0%	-30*	17	-0.7%	8%	x	1%	-17%	19%
Cc1ccc(S(=O)(=O)NC2(C(=O)O)CCCCC2)cc1	-17	-7	0%	5	33	-0.6%	3%	1%	10%	7%	10%
Cc1ccc(S(=O)(=O)N[C@H](C(=O)N2CCC(C(=O)N[C@@H](CC(=O)O)C(=O)O)CC2)C(C)C)cc1	-12	2	x	2	1	-1.0%	-1%	-2%	0%	-2%	-2%
Cc1nn(Cc2noc(C(=O)NC3CCC(C)CC3)n2)c(C)c1Br (configuration not stated)	31[activator]	8	8%	0	3	0.3%	0%	u	4%	-1%	-4%
CC1(C)CC(=O)C2=C(C1)NC(Nc1nc3ccccc3o1)=NC21CCCC1	1	-7	u	0	-14	-0.5%	-1%	x	0%	1%	6%
CCOC(=O)c1cnc(Nc2ccc(OCC)cc2)nc1C	18	-5	0%	-1	-8	-0.3%	u	-3%	0%	-11%	8%
C/C(=N/NC(=O)c1ccc(Br)s1)c1ccncc1	-4	3	-2%	x	15	-0.5%	u	-21%	1%	-8%	-7%
COc1ccc(O)c(C=NCC(C)N=Cc2cc(OC)ccc2O)c1 (configuration not stated)	26	-4	5%	-24	i	0.5%	15%	-1%	1%	0%	0%
C=CCN(C(=O)c1ccc2c(c1)nnn2C)c1ccccc1	-14	11	4%	-17	3	-0.5%	5%	-1%	1%	0%	8%
COc1cc(CNn2c(C)n[nH]c2=S)cc(Cl)c1OCc1ccccc1	2	-9	-1%	2	-14	-0.1%	u	-9%	-2%	-1%	7%
CNC(=S)N1CCC(NC(=O)C(Cc2ccccc2)NC(C)=O)CC1 (configuration not stated)	0	-19	-2%	1	0	0.1%	3%	0%	-1%	5%	-9%
C#CCn1c(=NC(=O)CN2C(=O)CCC2=O)sc2cccc(C)c21	-24	-5	1%	0	4	-0.4%	10%	-1%	3%	-4%	-4%
O=C(CC(=O)NCc1ccccc1)NCc1ccccc1	7	9	-1%	0	-3	-0.1%	6%	-3%	0%	-5%	3%
Cc1cc(C)cc(-n2nnc(C(=O)NCc3ccc4c(c3)OCO4)c2N)c1	6	1	1%	0	1	0.3%	u	0%	0%	1%	-5%
CCc1nc2ccc(C(=O)N(CC)CC(=O)Nc3c(F)cccc3F)cc2nc1CC	-6	11	x	x	-5	-0.2%	-8%	-8%	0%	x	1%
N/C(=N\OC(=O)c1ccco1)c1ccc(Br)cc1	10	2	-1%	3	-6	0.2%	u	3%	-1%	-3%	-3%
O=C(NC(=S)Nc1cccc(Cl)c1N1CCCCC1)c1ccco1	-10	18	-2%	1	2	-0.5%	0%	x	3%	-1%	-7%
CCOC(=O)C1CCN(S(=O)(=O)c2ccc(CNC(=O)c3ccccc3)s2)CC1	16	-4	1%	3	x	0.1%	u	3%	-1%	x	3%
O=C(Nc1ccccc1)NC1CC2CCC(C1)N2Cc1nnnn1Cc1ccc2c(c1)OCO2 (configuration not stated)	11	-6	-1%	1	-4	0.0%	u	1%	1%	-5%	1%
O=C(C1=C(O)C(=O)N(CC2CCCO2)C1c1ccc(Cl)cc1)c1ccco1 (configuration not stated)	1	-1	-4%	-2	7	-0.9%	-4%	-2%	0%	-13%	4%
O=C(NC(CO)(CO)CO)c1coc(=O)c(Br)c1	-4	-10	-1%	3	-4	-0.5%	u	-7%	-1%	-14%	-1%
COC(=O)c1ccccc1NC(=O)CSc1nc(N)cc(N)n1	2	-25	1%	-4	-7	-1.0%	u	2%	1%	2%	-13%
O=C(Oc1cccc(C(=S)N2CCOCC2)c1)c1cccc([N+](=O)[O-])c1	-7	-7	11%	-22	-3	-1.3%	-24%	0%	-3%	5%	12%
CN(C)S(=O)(=O)c1cccc(C(=O)NCCCn2ccnc2)c1	7	-18	8%	2	-7	0.3%	1%	6%	2%	3%	0%
COc1ccc(-n2c(COc3cccc4cccnc34)nnc2SCC(=O)O)cc1	-2	7	3%	11	-2	-1.1%	1%	3%	1%	-5%	-3%
SMILES	Giardia killer	KCNH2 3.1 inh	GALK inhibitor	FBPA coupling cs	KCNH2 WT inh	B2AR arrestin	Chronic BCR inh	uPA generation	USP2a inh	PKM2 activator	Eya2 inh
Cc1ccc2[nH]c3nc(SCC#N)nnc3c2c1	-7	-10	0%	-2	1	0.5%	1%	-1%	2%	x	-3%
Cc1cccc(-c2cc(C(=O)Nc3ccncc3)c3ccccc3n2)c1	-18	-15	-2%	-3	0	7.5%	0%	0%	-4%	-2%	3%
CCOc1cc(/C=N/O)cc(Br)c1OCC	0	-3	-2%	-2	4	-0.3%	4%	-1%	0%	12%	1%
CC(=O)c1ccc2noc(-c3cccc(C)c3)c2c1	-18	8	-2%	-4	-18	0.3%	u	3%	-4%	-11%	6%
O=C(O)C1CCC(=O)N(C2CC2)C1c1ccccc1 (configuration not stated)	-10	5	0%	1	1	-0.1%	-2%	1%	1%	-4%	1%
O=C(COC(=O)C1CC(=O)N(Cc2ccco2)C1)Nc1nc(-c2ccc(F)cc2)cs1 (configuration not stated)	-11	-4	x	x	2	-0.1%	8%	3%	3%	x	-1%
O=C(c1ccccn1)N(Cc1ccco1)C1(C(=O)NC2CCCCC2)CCCCC1	17	1	-3%	6	-14	-0.1%	u	0%	-6%	-3%	-15%
CCOc1ccccc1OCC(=O)Nc1ccc(S(=O)(=O)Nc2ncccn2)cc1	-4	-15	1%	-1	-13	-0.3%	5%	0%	0%	-3%	-26%
CCCCc1nnc(NC(=O)CC(=O)Nc2ccccc2C(=O)O)s1	-8	14	0%	3	-1	0.1%	-5%	-6%	1%	0%	-4%
Cc1cc(C)n2ncc(/C(N)=N/OC(=O)Nc3ccc(Cl)cc3)c2n1	6	1	x	3	2	0.1%	u	u	1%	13%	7%
CCCCCCCCCCOC(=O)Cn1c(COc2ccccc2)[n+](C)c2ccccc21	6	3	-3%	1	-47	-0.3%	u	3%	u	x	-24%
Cc1cccc(NC(=O)NCc2ccc3c(c2)OCO3)c1C	-10	9	-1%	1	11	-0.6%	3%	2%	-5%	2%	-2%
Cc1cccc(NC(=O)Nc2cccc(F)c2)n1	-4	-8	0%	6	-16	-1.2%	1%	-2%	-1%	-1%	-8%
CC(C)(C)OC(=O)CNC(=O)c1[nH]cnc1C(=O)Nc1ccc(CNC(=O)OC(C)(C)C)cc1	6	-5	-1%	-3	-5	-0.8%	u	-2%	-5%	1%	-7%
CCN(CC)S(=O)(=O)c1cc(NC(=O)Cc2n[nH]c(=O)c3ccccc23)ccc1C	4	-5	-1%	1	1	-1.1%	u	1%	4%	2%	-9%
Cc1ccc(-c2nc(N)n(C(=O)c3ccco3)n2)cc1	-4	2	6%	2	-4	-0.3%	u	-1%	-2%	1%	13%
CC(O)C(NS(=O)(=O)c1ccc(Cl)cc1)C(=O)OCC(=O)N1CCN(c2ccccc2)CC1 (configuration not stated)	9	6	1%	2	18	-0.5%	-3%	0%	0%	3%	5%
Cc1cc(C)c2c(N)c(C(=O)N/N=C/c3cccs3)sc2n1	33[activator]	-11	2%	-2	-5	0.3%	u	0%	11%	-2%	-3%
O=c1c2ccccc2ncn1-c1ccc(Cl)cc1	6&-15	2&-3	-2%&-2%	0&0	2&-18	6.8%&-0.1%	u	-3%&11%	1%&1%	-1%&-2%	-5%&-27%
CCCCCOC(=O)C1=C(C)NC(=O)NC1c1ccc2c(c1)OCO2 (configuration not stated)	10	-5	2%	5	11	0.4%	1%	7%	-1%	-15%	-3%
CC(C)(C)NC(=O)/C(=C\c1ccccc1F)NC(=O)c1ccc([N+](=O)[O-])cc1	12	25	1%	-2	1	-0.1%	u	-1%	4%	-10%	-13%
COCCn1cc(C(=O)N2CCN(C)CC2)c2c3ccccc3n(C)c2c1=O	-13	6	-3%	-1	-8	-0.1%	-1%	-3%	-2%	0%	14%
Cc1cc(-c2cn3ccccc3n2)c(C)n1-c1ccccc1	u	10	10%	-2	8	4.7%	-2%	-9%	0%	x	0%
